VHR inh abs: inhibitors of human VHR1 phosphatase (DUSP3); P51452; recombinant VHR phosphatase, pNPP absorbance; inhibition, % at 13.3 µM; 0.52% of 290,000 active; in the data active = inhibition above about 50%; note: some compounds called inactive have numbers as strong as hits
Target sequence (P51452 whole entry, looked up): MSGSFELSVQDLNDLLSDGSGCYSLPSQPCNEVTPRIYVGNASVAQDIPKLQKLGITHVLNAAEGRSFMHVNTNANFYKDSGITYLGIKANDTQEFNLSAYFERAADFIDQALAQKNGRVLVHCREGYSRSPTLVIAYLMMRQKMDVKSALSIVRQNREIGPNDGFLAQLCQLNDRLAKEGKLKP
CCHF vOTU inh: blocks the CCHF virus ovarian tumor domain protease; 0.55% of 370,000 active; inhibition, % at 11.5 µM; CCHFV vOTU protease, Pep-AMC fluorescence; note: 0% = vehicle wells with enzyme and 100% = no enzyme wells
Rv3671c inh: inhibits the M. tuberculosis serine protease Rv3671c; P9WHR9; inhibition, % at 5.96 µM; 0.048% of 320,000 active; AID 2606; in the data active = inhibition above about 38%;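 note: extracellular domain of Rv3671c used as enzyme; 0% = enzyme with DMSO and 100% = no enzyme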
Target sequence (P9WHR9 whole entry, looked up, the tested form may be a part): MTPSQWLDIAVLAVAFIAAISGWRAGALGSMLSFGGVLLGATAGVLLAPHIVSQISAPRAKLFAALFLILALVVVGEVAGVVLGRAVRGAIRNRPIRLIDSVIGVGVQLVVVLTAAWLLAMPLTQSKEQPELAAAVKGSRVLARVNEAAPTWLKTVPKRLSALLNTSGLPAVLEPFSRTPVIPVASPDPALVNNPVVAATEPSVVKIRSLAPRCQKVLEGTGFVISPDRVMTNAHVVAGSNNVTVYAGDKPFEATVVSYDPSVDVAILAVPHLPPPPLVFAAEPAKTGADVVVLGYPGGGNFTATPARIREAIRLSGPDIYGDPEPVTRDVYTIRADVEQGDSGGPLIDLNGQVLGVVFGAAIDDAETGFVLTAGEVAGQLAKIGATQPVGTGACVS
BioA inh: inhibitors of Mycobacterium tuberculosis BioA enzyme | purified M. tuberculosis BioA enzyme, plate reader | 0.096% of 360,000 active | inhibition, % at 9.99 µM | AID 602481; in the data active = inhibition above about 40%
Mtb UGM inh: blocks M. tuberculosis UGM enzyme | inhibition, % at 10 µM | P9WIQ1 | 0.06% of 320,000 active | AID 504406 | purified UGM, fluorescence polarization probe displacement; in the data active = inhibition above about 10%, passing the limit was not always enough
Target sequence (P9WIQ1 whole entry, looked up): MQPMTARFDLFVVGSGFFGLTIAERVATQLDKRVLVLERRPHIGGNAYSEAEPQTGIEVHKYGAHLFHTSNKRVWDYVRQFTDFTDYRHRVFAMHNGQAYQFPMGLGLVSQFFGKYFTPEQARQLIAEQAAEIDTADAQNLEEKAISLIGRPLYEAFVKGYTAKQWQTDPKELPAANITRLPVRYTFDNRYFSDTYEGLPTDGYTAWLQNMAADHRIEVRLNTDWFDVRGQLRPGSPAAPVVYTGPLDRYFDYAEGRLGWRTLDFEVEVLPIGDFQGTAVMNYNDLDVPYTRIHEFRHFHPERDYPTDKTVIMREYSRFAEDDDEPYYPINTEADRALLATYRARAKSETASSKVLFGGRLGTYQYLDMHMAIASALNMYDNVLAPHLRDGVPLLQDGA
GDH-TPI counter: counter-screen for M. tuberculosis FBA inhibitors: GDH-TPI coupled enzymes; AID 588335; GDH-TPI coupled enzyme counterscreen, NADH absorbance; inhibition, % at 4.8 µM; 1.2% of 360,000 active;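 note: 0% = DMSO wells and 100% = wells lacking the enzyme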
MazF activator: MazEF (E. coli) toxin RNase activation | P0AE70 | FAM/BHQ RNA-DNA oligo cleavage fluorescence, 5 h | activation, % at 20 µM | 0.32% of 350,000 active | AID 504720; in the data active = activation above about 50%
BoNT F protease: inhibitors of Botulinum neurotoxin F light chain protease; inhibition, % at 10 µM; AID 588497; 0.22% of 360,000 active; Multiplex microsphere protease cleavage assay, flow cytometry; in the data active = inhibition above about 35%, passing the limit was not always enough; note: plate controls were buffer without enzyme for full effect and enzyme alone for no effect
FBA Mtb inh: Mtb fructose-bisphosphate aldolase inhibition. 2.3% of 360,000 active. inhibition, % at 1 µM. P9WQA3. AID 588726. purified M. tuberculosis FBA, fluorescence read-out; in the data active = inhibition above about 27%;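 note: 0% = vehicle and 100% = reference inhibitor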
FadD28 binding: M. tuberculosis FadD28 bisubstrate binding inhibition; FadD28 bisubstrate probe binding, fluorescence polarization; 0.22% of 360,000 active; inhibition, % at 12.5 µM; in the data active = inhibition above about 8.5%, passing the limit was not always enough
An asterisk follows results filed as active; / = not tested or not shown. Cut-off read from the data, not from the text of the source, unless noted: active = inhibition above about 30%; inactive = the rest.

SMILES	BioA inh	CCHF vOTU inh	Mtb UGM inh	VHR inh abs	Rv3671c inh	FBA Mtb inh	GDH-TPI counter	FadD28 binding	MazF activator	BoNT F protease
CCCNC(=O)c1ccccc1NC(=O)c1cccc(-n2cnnn2)c1	-0.7	14.7	-4.7	/	1.4	4.6	1.3	-1.1	3.0	/
O=C(COC(=O)c1ccc(Br)o1)Nc1nc2ccccc2s1	-1.8	-2.4	2.2	18.7	-15.0	-0.3	5.1	4.1	5.3	-2.9
O=Cc1c(NCc2cccc(F)c2)c2ccccc2[nH]c1=O	2.0	6.2	-2.5	9.4	0.7	2.3	12.8	-0.3	0.7	-39.5
COc1ccc(C(C)=O)cc1COC(=O)c1ccc2c(c1)OCO2	-0.7	14.4	-1.4	8.1	-13.3	-1.7	-2.2	-1.7	12.1	-7.5
Cc1ccc(N(C(=O)CNC(=O)c2ccco2)C(C(=O)NC2CCCCC2)c2ccncc2)c(C)c1 (centres undefined)	-1.0	3.4	0.1	13.0	-2.5	-2.5	-15.6	-3.4	-8.6	-0.6
N#Cc1ccccc1COC(=O)c1cccnc1N	/	-55.9	-1.8	4.8	-10.9	46.0*	6.8	-3.3	-1.6	-3.3
Cc1cccc(C)c1OCc1cc(C(=O)N(C)CCc2ccccn2)no1	0.3	-6.3	0.3	6.5	-5.0	0.2	0.0	-0.3	2.3	-7.1
COc1ccc(-n2c(=O)c3ccccc3n(CC(=O)NC3CCCCC3)c2=O)cc1	-0.3	7.4	-0.5	17.1	-8.0	2.6	0.9	-0.4	2.4	4.2
C[C@@H]1CC[C@H]2C(=O)N3[C@@H](CC[C@@H](C)[C@@H]3c3ccc(Br)cc3)C(=O)N2[C@H]1c1ccc(Br)cc1	3.4	-1.7	-0.9	12.4	-11.6	-1.0	7.9	-3.6	-2.8	-3.7
CCOCCCNC(=O)/C=C1\Sc2ccccc2N(Cc2ccccc2F)C1=O	1.4	-11.4	-0.5	4.0	5.0	5.1	2.6	-1.6	7.9	-0.8
C=CCn1cc(/C=C2\SC(N3CCOCC3)=NC2=O)c2ccccc21	-1.3	-0.3	-2.6	7.4	-2.8	-3.9	10.7	-1.1	14.2	/
NC(=O)C[n+]1cccc2ccccc21	-4.6	-8.6	11.3*	23.5	4.0	17.8	14.2	-0.8	-45.0	-10.7
N#CC(C#N)=C1c2cc(S(=O)(=O)NCCO)ccc2-c2ccc(S(=O)(=O)NCCO)cc21	-1.0	-5.0	2.9	28.8	1.2	-0.5	11.2	-0.4	5.5	2.8
O=C(O)C(Cc1c[nH]c2ccccc12)NS(=O)(=O)c1cccc(Cl)c1Cl (centres undefined)	-1.3	8.7	4.4	6.0	-8.8	2.3	5.2	0.3	-2.1	-10.0
Cc1ccc2cc(CN(C(=O)c3cccnc3)C(C)C)c(=O)[nH]c2c1	-1.0	4.0	-1.9	7.9	0.7	2.2	7.9	-3.5	1.7	-10.0
CC1(C)Cc2c(ccc3ccccc23)C(c2cc3ccccc3oc2=O)=N1	-0.4	-1.0	2.4	20.9	-9.2	1.4	2.2	-4.2	-3.6	-1.6
COc1cc(NC(=O)NC2Cc3ccccc3C2)cc(OC)c1	-1.1	-19.4	0.8	23.6	-4.7	-3.0	-9.0	2.6	7.3	-14.9
Cc1ccc(Cl)cc1NC(=S)N1CCCCCC1	0.8	/	-1.6	30.2	/	4.2	1.4	-0.6	5.9	-6.1
Cc1cc(C(=O)OCC(=O)Nc2ccccc2)c(C)o1	/	2.5	0.0	17.5	6.1	-0.3	-2.4	2.1	-5.9	5.3
COCCN(CCOC)C(=S)Nc1ccccc1	/	1.3	3.4	22.3	-6.4	1.2	2.5	-2.3	-6.4	3.7

Continued.
SMILES	BioA inh	CCHF vOTU inh	Mtb UGM inh	VHR inh abs	Rv3671c inh	FBA Mtb inh	GDH-TPI counter	FadD28 binding	MazF activator	BoNT F protease
CC1(C)C(=O)OC(c2cccn2-c2ccc([N+](=O)[O-])cc2)C2(CCCCC2)C1=O (centres undefined)	/	6.6	0.1	-6.1	-10.1	3.4	2.9	-2.2	8.6	-1.3
CN(C(=S)NCCN1CCOCC1)C(c1ccccc1)c1ccccc1	/	-14.3	1.1	16.7	3.9	3.9	1.6	-0.5	0.2	-0.3
CC(=Nc1ccc(C)cc1C)c1sc2ccccc2c1O	/	-7.8	1.4	2.1	-1.8	-6.5	2.6	1.2	-84.3	-8.2
CC12C(=O)N(c3nccs3)C(=O)C1C1C=CC2C1 (centres undefined)	/	-11.6	2.6	6.1	-4.1	1.2	0.9	-0.1	-3.3	1.3
CC(C)(C)n1ncc2c(=O)n(CC(=O)NCc3ccc(F)cc3)cnc21	/	12.6	-0.9	21.4	-0.4	3.4	-4.3	-4.7	2.1	-5.2
CC(C)Oc1ccccc1C1CC(=O)Nc2cc3c(cc21)OCO3 (centres undefined)	0.7	4.5	-0.4	23.5	0.5	1.0	-7.5	-3.6	4.1	-1.0
SC(COCc1ccccc1)CN1CCN(Cc2ccc3c(c2)OCO3)CC1 (centres undefined)	/	/	1.0	13.3	-2.1	-2.2	0.6	-2.7	-4.1	-9.6
Nc1nc(N)nc(-c2cc(C(F)(F)F)ccc2Cl)n1	0.0	-8.7	-0.5	/	12.4	1.8	-7.2	-0.5	8.7	-0.6
CN(C)c1ccc(C2/C(=C(/O)c3ccccc3)C(=O)C(=O)N2CCCC(=O)O)cc1 (centres undefined)	-2.2	2.1	-0.8	7.4	3.1	-2.1	30.9*	-0.8	1.4	1.8
COc1ccc(C2c3ccc4ccccc4c3Oc3ncn(CCO)c(=N)c32)cc1OC (centres undefined)	6.5	/	2.7	10.4	-30.5	2.1	-3.3	-2.6	26.1	-13.5
O=C(Nc1ccc(S(=O)(=O)N2CCCC2)cc1)c1ccc(F)cc1	-1.6	5.1	/	/	/	5.2	0.9	0.6	4.3	-5.1
BrC(=C\c1ccccc1)/C=N/Nc1nc2ccccc2[nH]1	1.8	4.1	1.3	-1.8	-0.8	0.4	8.5	-0.3	1.1	-9.7
Cc1cc(N2C(=O)C(O)=C(C(=O)c3ccco3)C2c2ccc([N+](=O)[O-])cc2)no1 (centres undefined)	-1.4	24.9	-1.0	-17.1	2.5	2.3	16.5	-4.1	2.0	-8.0
OC(CNCc1cccnc1)COc1ccc2ccccc2c1 (centres undefined)	0.5	-5.6	0.8	38.8	/	-1.2	-10.0	-2.2	9.9	-30.6
CC(C)C[C@@]12C(=O)N(c3cccc(F)c3)C(=O)N1[C@H](c1ccc(F)cc1)[C@@H]1C(=O)N(C3CCCCC3)C(=O)[C@@H]12	-1.5	1.2	0.6	/	-8.9	-1.4	-2.5	-1.8	-0.1	-8.7
Cc1[nH]n(-c2ccccc2)c(=O)c1C=Nc1cnc2ccccc2c1	1.5	-26.5	-0.1	18.6	-19.1	34.0*	20.4	-2.0	6.8	-13.6
CC(C)C/C(=N/O)c1cn(C)c2ccccc12	/	1.9	-2.1	28.7	1.7	-0.8	-5.2	-3.3	-5.7	-11.1
COc1ccc(NCc2cc(=O)oc3cc(NC(C)=O)ccc23)cc1	-1.3	-16.9	0.3	/	0.6	73.0*	15.5	0.2	10.3	-18.2
COc1ccc(CC(=O)NC(C)c2nnc(SCc3nc4ccccc4c(=O)[nH]3)n2C)cc1 (centres undefined)	1.1	8.6	-1.3	10.8	-7.6	0.8	2.2	-2.4	-9.3	-6.6
O=S(N1CCc2ccccc21)C12CC3CC(CC(C3)C1)C2 (centres undefined)	/	9.5	0.4	6.2	-0.5	-0.9	-5.0	-0.6	-0.4	-8.7

Continued.
SMILES	BioA inh	CCHF vOTU inh	Mtb UGM inh	VHR inh abs	Rv3671c inh	FBA Mtb inh	GDH-TPI counter	FadD28 binding	MazF activator	BoNT F protease
CC(C)(C)NC(=O)CN(C(=O)Cn1nnc(-c2ccccc2F)n1)c1cccc2c1CCCC2	-0.5	16.8	-0.2	24.7	-2.6	-5.3	18.2	-3.5	-1.6	-2.2
Cc1cc(C)c(C)c(S(=O)(=O)NCc2cccnc2)c1C	1.6	-7.4	-0.7	10.0	-1.5	5.6	7.4	-0.9	-1.2	-5.6
Cc1cc2oc(=O)cc(Cn3ccnc3)c2cc1C	-0.5	-1.7	0.7	38.6	-0.5	4.4	19.4	0.1	8.2	-4.0
O=S(=O)(c1ccc2c(c1)OCCO2)N1CCC(c2nc3ccc(Cl)cc3[nH]2)CC1	0.2	4.3	2.0	-0.8	-27.6	2.3	10.7	-1.6	5.3	4.5
COc1ccc(C=NNC(=O)CCCC(=O)NN=Cc2ccc(OC)c(O)c2)cc1O	1.8	7.4	/	/	/	-2.4	19.7	-1.9	2.0	7.8
Cc1c(C(=O)O)cccc1-c1ccc(/C=C2/NC(=O)N(c3ccccc3)C2=O)o1	/	19.5	1.3	14.7	2.8	-2.7	11.5	-0.7	-4.7	1.5
COc1ccc(OC)c(Nc2cc(C)c3ccccc3n2)c1	-0.5	-2.2	0.4	2.3	4.8	2.0	16.1	-1.9	6.3	-10.6
Cc1ccc(NC(=S)NCc2ccc(S(N)(=O)=O)cc2)c(C)c1	/	-5.1	0.3	-23.3	-16.4	1.7	9.3	0.0	9.4	-6.5
S=c1[nH]nc(C2COc3ccccc3O2)o1 (centres undefined)	-2.5	3.1	0.0	-9.8	8.5	-1.8	-3.1	-2.4	-22.7	-6.9
Cc1cccc(N2CCC(N3CCN(C4CCCCC4)C(CCO)C3)CC2)c1C (centres undefined)	/	2.1	-1.1	34.0	-10.7	5.3	-5.0	-2.7	-3.6	0.5
COc1ccc(/C=C2\SC(=S)N(CCCC(=O)N3CCN(C)CC3)C2=O)cc1	-0.4	5.9	0.6	11.8	-6.9	1.1	9.2	-1.0	-13.2	8.5
O=C(COc1ccccc1-c1ccccc1)N/N=C/c1ccc2ccccc2c1	/	-0.5	-0.8	-10.1	-20.6	1.4	12.9	-3.2	-14.9	-1.5
O=C(OCCCOC(=O)c1ccc([N+](=O)[O-])o1)c1ccc([N+](=O)[O-])o1	0.3	-3.6	-1.9	/	-16.4	-2.2	-2.9	-3.1	1.1	5.3
Cc1ccccc1NC(=O)CCN1C(=O)CSC1=O	-0.5	-10.1	1.6	35.8	-17.2	0.8	-3.5	-5.7	8.6	-1.5
CC(=O)Nc1cccc(OCCCNS(=O)(=O)c2ccc(C#N)cc2)c1	1.6	-1.4	2.8	0.3	-12.7	-1.6	2.4	0.0	0.8	11.9
COc1ccc(NC(=O)CN(c2ccc([N+](=O)[O-])cc2)S(=O)(=O)c2ccccc2)cc1	-2.6	11.5	-0.1	-1.6	3.8	1.7	10.9	1.6	3.3	-2.1
C=CCC[C@H](Cc1ccc(F)cc1)C(=O)OC[C@H](Cc1c[nH]c2ccccc12)NC(=O)[C@H](CC=C)CC(=O)N(CCO)Cc1ccccc1	-1.8	18.1	-1.6	/	-11.5	-4.1	1.8	-4.7	0.2	2.9
O=C(CSC1=Nc2ccccc2C2CC=NN12)Nc1ccc(F)c(F)c1F (centres undefined)	-2.4	-13.4	0.1	/	-2.1	2.4	12.6	-2.9	4.6	3.5
CCOC(=O)c1c(C)[nH]c(C(=O)OCC(=O)Nc2cc(Cl)ccc2OC)c1C	0.3	-1.9	3.1	3.6	-8.1	1.8	12.7	-1.6	5.5	-5.4

Fetched by structure from the entries so far (4):
SMILES	BioA inh	CCHF vOTU inh	Mtb UGM inh	VHR inh abs	Rv3671c inh	FBA Mtb inh	GDH-TPI counter	FadD28 binding	MazF activator	BoNT F protease
Cc1c(C(=O)O)cccc1-c1ccc(/C=C2/NC(=O)N(c3ccccc3)C2=O)o1	/	19.5	1.3	14.7	2.8	-2.7	11.5	-0.7	-4.7	1.5
Cc1cc(C)c(C)c(S(=O)(=O)NCc2cccnc2)c1C	1.6	-7.4	-0.7	10.0	-1.5	5.6	7.4	-0.9	-1.2	-5.6
C=CCC[C@H](Cc1ccc(F)cc1)C(=O)OC[C@H](Cc1c[nH]c2ccccc12)NC(=O)[C@H](CC=C)CC(=O)N(CCO)Cc1ccccc1	-1.8	18.1	-1.6	/	-11.5	-4.1	1.8	-4.7	0.2	2.9
Cc1cc2oc(=O)cc(Cn3ccnc3)c2cc1C	-0.5	-1.7	0.7	38.6	-0.5	4.4	19.4	0.1	8.2	-4.0
